Screening data deposited in PubChem by Southern Research Specialized Biocontainment Screening Center.
Salmonella PhoP GFP: PhoP regulon inhibitors, Salmonella typhi PhoP promoter GFP reporter, confirmatory (AID 1850). inhibition, % at 50 µM; hits with a dose series show IC50 in µM. Salmonella Typhi PhoP-promoter GFP reporter, fluorescence, 4 h; higher % means a stronger effect. 310,000 tested, 0.33% active; in the data active means a potency from the dose series; inconclusive means inhibition mostly from about 25% at the one dose, without a potency; inactive means the rest, 99 in 100 with inhibition below about 19%;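 further: 0% = induced wells with vehicle and 100% = uninduced wells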
M. tuberculosis: growth inhibition of non-replicating M. tuberculosis (AID 488890). Mycobacterium tuberculosis non-replicating, growth inhibition; higher % means a stronger effect. inhibition, % at 25 µM; hits with a dose series show IC50 in µM. 320,000 tested, 0.39% active; in the data active means a potency from the dose series; inconclusive means inhibition mostly from about 82% at the one dose, without a potency; inactive means the rest, 99 in 100 with inhibition below about 76%;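 further: plate controls were DMSO cells for no effect and high antibiotic wells for full effect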
inhibitors of VEEV: inhibitors of VEEV TC-83 cytopathic effect, confirmation, Vero cells (AID 588727); inhibition, % at 20 µM, or IC50 in µM where a hit was titrated; Vero cells, VEEV TC-83 cytopathic effect inhibition; higher % means a stronger effect; 350,000 tested, 0.13% active; in the data active means a potency from the dose series; inconclusive means inhibition mostly from about 14% at the one dose, without a potency; inactive means the rest, 99 in 100 with inhibition below about 12%; further: strong numbers were not always called active
H1N1 NS1A inhibition: H1N1 influenza NS1A inhibitors, functional cell based assay (AID 504329); 340,000 tested, 0.3% active; inhibition, % at 12.5 µM; hits with a dose series show IC50 in µM; NS1A functional cell-based assay, percent inhibition; higher % means a stronger effect; in the data active means a potency from the dose series; inconclusive means inhibition above about 27% without an active follow-up result; further: strong numbers were not always called active
H37Rv inhibition: M. tuberculosis growth inhibition, HTS (AID 449762). 330,000 tested, 0.59% active. one-dose inhibition, % at 25 µM; IC50 in µM for titrated hits. M. tuberculosis H37Rv growth inhibition, 7H9 media; higher % means a stronger effect; in the data active means a potency from the dose series; inconclusive means inhibition above about 70% without an active follow-up result;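 further: bacterial growth assessed after seven days of incubation; strong numbers were not always called active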
inhibitors of VEEV 10K pilot screen: recorded beside inhibitors of VEEV, whose call it bears; inhibition, %; measured here: 10K pilot screen inhibition
Active calls of the source: *; i = inactive; ? = inconclusive; nt = not tested or not shown. Hits appear at their usual frequency; any-hit rate near 1.5%.

SMILES | Salmonella PhoP GFP | M. tuberculosis | inhibitors of VEEV | H1N1 NS1A inhibition | H37Rv inhibition | others
N#Cc1ccc(COC(=O)C2CCC(=O)N2)cc1 (stereo unspecified) | -10% | -5% | 0.9% | 21% | -3%
COC(=O)C1(C)NC(c2cccs2)C2C(=O)N(c3ccc(F)cc3)C(=O)C21 (stereo unspecified) | 0% | -4% | 3.7% | 3% | -6%
COc1ccc(S(=O)(=O)N2CCCC(C(=O)NC3CCCC3)C2)cc1OC (stereo unspecified) | 7% | -1% | i | 7% | 1%
CN1C(C(=O)NCc2ccccc2)CC2Cn3c(nc4cc(Cl)c(Cl)cc43)C21 (stereo unspecified) | -4% | 19% | 0.2% | -4% | -5%
CN1CCN(c2cc3c(c4c2[nH]c2ccccc24)C(=O)CC(C)(C)C3)CC1 | 14% | nt | i | 8% | 30%
CCCc1cc(=O)oc2c(C)c(OC3CCCCC3=O)ccc12 (stereo unspecified) | nt | nt | 4.7% | -25% | nt
CCN(CC)C(=O)c1[nH]cnc1C(=O)NCC(=O)OCc1ccccc1 | -4% | 8% | 2.7% | -6% | -4%
CC(C)OC(=O)c1c(N)n(CC2CCCO2)c2nc3ccccc3nc12 (stereo unspecified) | 8% | 13% | 6.9% | -16% | 3%
NC(=O)Nn1c(CCC(=O)O)ccc1-c1ccc(F)cc1 | 1% | -6% | 3.4% | 1% | 4%
CCCCc1ccc(NC(=O)C(=O)NCCN2CCN(Cc3ccc([N+](=O)[O-])cc3)CC2)cc1 | -8% | 51% | i | -5% | 8%
c1ccc(-n2ncc3c(N4CCN(CCOc5cccc6ccccc56)CC4)ncnc32)cc1 | -7% | 75% | 5.8% | 14% | ?
COCCn1cnnc1SCC(=O)Nc1ccc(Br)cc1F | 12% | -10% | 0.7% | 0% | -3%

The closing five compounds of the section above come first, to join the parts:
SMILES | Salmonella PhoP GFP | M. tuberculosis | inhibitors of VEEV | H1N1 NS1A inhibition | H37Rv inhibition | others
CC(C)OC(=O)c1c(N)n(CC2CCCO2)c2nc3ccccc3nc12 (stereo unspecified) | 8% | 13% | 6.9% | -16% | 3%
NC(=O)Nn1c(CCC(=O)O)ccc1-c1ccc(F)cc1 | 1% | -6% | 3.4% | 1% | 4%
CCCCc1ccc(NC(=O)C(=O)NCCN2CCN(Cc3ccc([N+](=O)[O-])cc3)CC2)cc1 | -8% | 51% | i | -5% | 8%
c1ccc(-n2ncc3c(N4CCN(CCOc5cccc6ccccc56)CC4)ncnc32)cc1 | -7% | 75% | 5.8% | 14% | ?
COCCn1cnnc1SCC(=O)Nc1ccc(Br)cc1F | 12% | -10% | 0.7% | 0% | -3%
c1ccc(-c2cc(N3CCCCC3)ncn2)cc1 | -6% | 53% | 2.4% | -10% | -1%
CSc1ccc(CNCC(O)c2ccccc2)cc1 (stereo unspecified) | 10% | 19% | 0.0% | 11% | 3%
O=C(OCc1nnc(-c2ccccc2)o1)C1CC(=O)N(Cc2ccco2)C1 (stereo unspecified) | -4% | 2% | i | 3% | 8%
COc1ccc2sc(-c3ccc(S(C)(=O)=O)cc3)c(C#Cc3cncn3C)c2c1 | nt | 35% | 0.8% | 5% | 6%
Cc1ccc(CSCCNS(=O)(=O)c2ccccc2)cc1 | -4% | 74% | 0.6% | 3% | 3%
CC(C)(C)OC(=O)NCCc1nnc(SCc2ccc(Cl)cc2)o1 | -3% | nt | 0.8% | 8% | 3%
Cc1ccc(NC(=O)CN(C)S(=O)(=O)c2cccc3nsnc23)cc1Cl | 6% | 6% | 5.9% | -6% | 4%
Cc1cc(C)n2nc3nc4c(cc3c2n1)CCCC4 | -10% | ? | 1.6% | 2% | 2%
Cc1cc(C(=O)COC(=O)c2ccc(F)cc2F)c(C)n1C1CC1 | nt | 67% | 2.0% | -13% | 2%
CCC1=NN2C(=N)/C(=C\c3ccc(OCCOc4ccc(NC(C)=O)cc4)c(OC)c3)C(=O)N=C2S1 | 5% | -18% | 2.8% | -8% | 7%
O=C(NCCN1CCOCC1)c1ccc(CS(=O)(=O)c2ccc(Cl)cc2)o1 | 4% | 1% | 2.3% | 10% | -1%
CC(=O)c1sc(NCc2ccccc2)nc1C | -17% | 1% | 0.2% | 3% | 10%
CCN(CC)S(=O)(=O)c1ccc(N2CCN(CCO)CC2)nc1 | -3% | -4% | 0.6% | -4% | -6%
CC(C)c1ccc(N(C)C(=O)Cc2c(C(=O)O)n(C)c3ccccc23)cc1 | 5% | -3% | 0.1% | 19% | -3%
CCOc1ccc(NC(=O)C2CCCCN2S(=O)(=O)c2ccccc2)cc1 (stereo unspecified) | -3% | 10% | i | 2% | -15%
Cc1cc2c(ncn2C)c(NS(=O)(=O)c2cc(Cl)ccc2Cl)c1C | -5% | 48% | 6.2% | -6% | 3%
CC(=O)Cc1nsc(Nc2ccc3c(c2)OCCO3)n1 | -12% | 2% | 4.2% | 5% | 1%
Nc1nc(-c2cccnc2)nn1C(=O)Cc1ccccc1 | 9% | -6% | 8.2% | -5% | -1%
Cc1ccc(CNC(=O)CSc2nc3ccsc3c(=O)n2NC(=O)c2ccccc2)cc1 | -10% | 6% | 2.5% | 5% | -11%
COc1cc(NC(=O)c2cccs2)c(C(=O)OCC(=O)NCc2ccco2)cc1OC | -21% | 47% | 10% | -1% | 24µM*
COc1cccc(C(=O)Nc2nc3c(s2)CN(C)CC3)c1 | -4% | 0% | 2.5% | 9% | -6%
CCc1cccc(NC(=O)CCC(=O)N2CCSc3ccccc32)c1 | -18% | 29% | 10% | 4% | -10%
O=c1c2ccccc2cnn1Cc1n[nH]c(=S)n1-c1ccc(F)cc1 | -5% | -1% | 0.3% | 1% | 5%
O=C(Nc1ccc([N+](=O)[O-])cc1Cl)c1cc(Cl)ccc1O | 123µM* | ? | ? | 9% | ?
CCOc1ccc(NS(=O)(=O)c2cc(C(=O)N3CC(C)OC(C)C3)ccc2C)cc1 (stereo unspecified) | -4% | -1% | 6.8% | -2% | -2%
CCOCCn1c(=O)c2c(nc3n2CCN3c2ccc(C)cc2)n(C)c1=O | -11% | -10% | 0.8% | -4% | -10%
Cc1ccc2cc3c(nc2c1)OCC3 | -19% | 6.8µM* | 7.5% | -11% | 0%
C=CCc1cc(Cl)ccc1OCCOCCNC(C)(C)C | 7% | 66% | i | -11% | 4% | inhibitors of VEEV 10K pilot screen=0.2
COc1ccc(NC(=O)CN(C)C(=O)c2ccc3c(c2)OCCO3)cc1 | 7% | 1% | 0.9% | -1% | 0%
CCCOc1ccc(C(=O)CCC(=O)OCC(=O)N(C)c2c(N)n(Cc3ccccc3)c(=O)[nH]c2=O)cc1 | 0% | -2% | 2.2% | -9% | -12%
COc1ccc([N+](=O)[O-])cc1NC(=O)CSCc1ccc(Br)cc1 | 11% | 67% | 2.9% | 18% | -6%
CCOc1ccc(/C(O)=C2/C(=O)C(=O)N(c3ncccn3)C2c2ccc(Cl)cc2)cc1 (stereo unspecified) | 7% | 42% | i | nt | -3%
O=S(=O)(Nc1nc2ccccc2[nH]1)c1ccccc1 | 22% | 17% | i | -7% | 1%
Cc1noc(C)c1CN(C(=S)NC1CC1)c1ccccc1 | 0% | -11% | 0.4% | -7% | -8%
CSc1ccccc1OCc1cc(C(=O)N2CCCC2c2nonc2C)no1 (stereo unspecified) | 0% | 7% | 2.3% | 1% | 4%
Cc1cc(NC(=O)CSc2nnc(CNc3ccc(F)cc3)n2C2CCCCC2)no1 | -5% | -4% | 4.1% | 1% | 2%
CCOC(=O)c1sc(NC(=S)NC(=O)c2ccccc2Cl)c(C(=O)OCC)c1C | -3% | 1% | 0.9% | -5% | -2%
Cc1ccccc1-c1nnc(SCC(=O)Nc2ccc3c(c2)OCCO3)n1N | 5% | 8% | 2.4% | 1% | 0%
COc1ccc(OC)c(N(CC(=O)O)S(=O)(=O)c2ccc(OC)c(OC)c2)c1 | -2% | 5% | i | 10% | -4%
O=C(c1cc2ccccc2oc1=O)N1CCC2(CC1)OCCO2 | -11% | -3% | 0.5% | -4% | 1%
CCN(CC)CCn1c2ccccc2c2nc3ccc([N+](=O)[O-])cc3cc21 | -4% | ? | 3.7% | nt | 4%
CC(=O)N1CCN(C(=O)COC(=O)CNC(=O)c2ccccc2C)CC1 | -2% | -2% | 0.4% | -1% | 1%
CCN(C(=O)CN1C(=O)NC2(CCc3ccccc32)C1=O)C1CCS(=O)(=O)C1 (stereo unspecified) | nt | -10% | 0.2% | -3% | -9%
Cc1nnc(SCc2c(Cl)cccc2Cl)s1 | 10% | 75% | 3.5% | -9% | 7%
COc1ccc(OC)c(N(CC(=O)Nc2cccnc2)S(=O)(=O)c2ccccc2)c1 | -4% | 7% | 4.5% | 0% | -13%
O=C(COC(=O)c1cn(-c2ccccc2)nc1-c1cccs1)NC1CC1 | -4% | -3% | 1.9% | -19% | 5%
O=C(OCn1ncc(Br)c(Br)c1=O)c1ccccc1Cl | -7% | 6.3µM* | 8.9% | 28% | ?
CC1CCc2nn(CC(=O)NCCN3CCOCC3)cc2C1 (stereo unspecified) | -14% | -8% | 0.1% | -10% | -1%
Cc1ccc(C2NC(=O)c3c(sc(C)c3C)N2)c(O)c1 (stereo unspecified) | -6% | 0% | 1.0% | 2% | -8%
CC(C)OCCCNC(=O)c1c(N)n(Cc2cccs2)c2nc3ccccc3nc12 | 5% | 18% | ? | -23% | 11%
Cc1cccc(NC(=O)c2cccnc2)c1 | 1% | 7% | 0.5% | 5% | -6%
O=C(Cc1ccccc1)NC(CSSCC(NC(=O)Cc1ccccc1)C(=O)O)C(=O)O (stereo unspecified) | nt | nt | 0.8% | -9% | nt
COc1ccc2[nH]cc(CCN=C3SCC(=O)N3C)c2c1 | -5% | 1% | 2.7% | -9% | -9%
O=C(Nc1ccc2c(c1)OCO2)C(=O)c1c[nH]c2ccccc12 | 0% | 5% | 2.9% | 4% | 12%
CCOc1ccc(C(=O)Nc2cccc(C(C)=O)c2)cc1[N+](=O)[O-] | 4% | -12% | 11% | -3% | 2%
CCn1c(SCC(=O)Nc2ccc3c(c2)OCO3)nc2ccccc21 | -9% | 29% | 7.4% | 1% | 12%
CCN(C(=O)COC(=O)COc1ccccc1Cl)c1c(N)n(Cc2ccccc2)c(=O)[nH]c1=O | nt | 4% | 1.2% | -11% | -1%
COc1ccc(N(CC(=O)NCCc2ccc(OC)c(OC)c2)S(=O)(=O)c2ccc(OC)c(OC)c2)cc1 | 0% | -2% | 5.4% | 9% | 4%
COc1cccc(C(=O)Nc2ccc(N3CCN(C(=O)c4ccco4)CC3)cc2)c1 | -19% | 24% | 1.1% | 0% | 10%
Cc1ccc(-c2nnc(CN3CCCCC3C)o2)cc1 (stereo unspecified) | 2% | 75% | i | -8% | -2%

Quoted at random: 2 records from the list
SMILES | Salmonella PhoP GFP | M. tuberculosis | inhibitors of VEEV | H1N1 NS1A inhibition | H37Rv inhibition | others
Cc1ccc(C2NC(=O)c3c(sc(C)c3C)N2)c(O)c1 (stereo unspecified) | -6% | 0% | 1.0% | 2% | -8%
O=C(Nc1ccc2c(c1)OCO2)C(=O)c1c[nH]c2ccccc12 | 0% | 5% | 2.9% | 4% | 12%

Next section
SMILES | Salmonella PhoP GFP | M. tuberculosis | inhibitors of VEEV | H1N1 NS1A inhibition | H37Rv inhibition | others
C#CC(C)(C)NC(=O)CSc1nc2c(c(=O)n(C)c(=O)n2C)n1CCCC | -3% | 1% | 7.0% | -5% | -3%
Cc1csc(N2CCCC2c2nc3cc(Cl)c(N4CCCCC4)cc3n2CCCO)n1 (stereo unspecified) | 12% | 41% | i | 18% | -8%
CC1=NN(c2cccc([N+](=O)[O-])c2)C(=O)C1 | -7% | 4% | 0.7% | -4% | -2%
CC(C)N(C(=O)NC(=O)NCC1CCCO1)S(C)(=O)=O (stereo unspecified) | 3% | 2% | 0.7% | -17% | 6%
COc1cccc(-n2c(CN3CCN(c4ccc(C)cc4)C(C)C3)nc3ccc([N+](=O)[O-])cc3c2=O)c1 (stereo unspecified) | -3% | 3% | 1.2% | 13% | 10%
COc1cccc(CN2CCNC(=O)C2CC(=O)NCCOc2cccnc2)c1OC (stereo unspecified) | -7% | -19% | i | -5% | 5%
COc1ccc(OC)c(/C=N/NC(=O)CC2C(=O)NN=C2C)c1 (stereo unspecified) | 2% | -18% | 0.5% | 12% | -14%
COc1ccc(C(O)(c2ccccc2OC)C(CN2CCOCC2)c2ccccc2)cc1 (stereo unspecified) | -4% | 14% | 0.1% | 8% | -6%
O=C(Nc1ccccc1)c1ccc(NCCc2ccccc2)c([N+](=O)[O-])c1 | -7% | -10% | 1.5% | 5% | 8%
CC(=O)C1=C(c2ccccc2)NC(=O)NC1c1ccccc1OCC#N (stereo unspecified) | -8% | 15% | 0.4% | -11% | 5%
